# Screens: PubChem, The Scripps Research Institute Molecular Screening Center
# DAGLB inh = DAGLB lipase inhibitors, primary screen, biochemical, fluorescence, HTS; Diacylglycerol lipase-beta (Homo sapiens), Q8NCG7; HEK293T DAGLB membrane lysate, EnzChek fluorogenic substrate; inhibition, % at 5.17 µM; 0.059% of 340,000 active; AID 504411, 2011; in the data active = inhibition above about 34%;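 note: 0% = enzyme with vehicle and 100% = wells lacking enzyme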
# Target sequence (Q8NCG7 whole entry, looked up): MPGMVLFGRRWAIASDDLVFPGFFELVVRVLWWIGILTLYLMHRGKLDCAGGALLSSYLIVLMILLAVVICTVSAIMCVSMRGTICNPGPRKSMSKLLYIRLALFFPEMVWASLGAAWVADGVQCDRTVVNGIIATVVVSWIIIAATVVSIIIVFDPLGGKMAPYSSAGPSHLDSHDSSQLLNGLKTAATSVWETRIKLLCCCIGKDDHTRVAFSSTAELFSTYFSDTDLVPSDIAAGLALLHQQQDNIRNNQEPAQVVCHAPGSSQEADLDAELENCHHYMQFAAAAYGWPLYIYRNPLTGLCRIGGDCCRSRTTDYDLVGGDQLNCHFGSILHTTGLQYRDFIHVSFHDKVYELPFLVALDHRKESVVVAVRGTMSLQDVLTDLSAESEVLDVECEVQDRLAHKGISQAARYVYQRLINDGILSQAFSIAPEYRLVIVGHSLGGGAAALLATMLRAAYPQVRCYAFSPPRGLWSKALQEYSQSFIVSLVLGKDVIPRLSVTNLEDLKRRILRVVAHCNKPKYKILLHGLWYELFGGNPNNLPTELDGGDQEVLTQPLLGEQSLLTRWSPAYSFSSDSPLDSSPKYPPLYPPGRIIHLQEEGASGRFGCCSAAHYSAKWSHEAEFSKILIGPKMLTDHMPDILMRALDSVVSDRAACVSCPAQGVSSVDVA
# PKA-R2B act = activators of PKA-R2B holoenzyme, primary screen, biochemical, fluorescence polarization, Cy5-IP20, human. 0.079% of 340,000 active. cAMP-dependent protein kinase catalytic subunit beta (Homo sapiens) + cAMP-dependent …. PKA-R2B holoenzyme dissociation; R2B truncated from residue 108, S112A mutant; 0% DMSO only, 100% 113 µM cGMP. activation, % at 11.4 µM. AID 504700, 2011;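 active = activation above a cutoff set at the mean over all compounds plus 3 SD, cut at about 18% in these data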;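 note: higher means more holoenzyme dissociation and a rise in polarization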
# Target sequence (P31323 whole entry, looked up, other chains not shown, the tested form may be a part): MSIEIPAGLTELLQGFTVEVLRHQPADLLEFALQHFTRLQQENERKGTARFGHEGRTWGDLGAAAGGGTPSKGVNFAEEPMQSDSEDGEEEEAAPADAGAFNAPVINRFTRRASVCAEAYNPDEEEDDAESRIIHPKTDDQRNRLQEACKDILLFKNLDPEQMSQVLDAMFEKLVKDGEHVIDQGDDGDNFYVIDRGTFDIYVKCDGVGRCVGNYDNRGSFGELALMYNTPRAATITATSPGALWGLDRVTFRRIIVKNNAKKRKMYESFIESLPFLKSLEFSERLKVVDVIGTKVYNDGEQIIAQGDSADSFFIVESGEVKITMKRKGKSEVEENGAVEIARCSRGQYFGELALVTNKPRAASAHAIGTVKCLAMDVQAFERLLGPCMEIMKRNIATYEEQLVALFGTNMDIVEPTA
# The depositor's hits bear a star.
SMILES,DAGLB inh,PKA-R2B act
CNC[C@@H]1OCc2ccccc2-c2ccccc2C(=O)N([C@@H](C)CO)C[C@@H]1C,1,-1
CC1(C)CN(CCc2ccccc2)C(=O)[C@H]1CC(=O)Nc1ccccc1,-3,-2
Cc1ccc(S(=O)(=O)N2CCC(=O)c3ccccc32)cc1,-8,-2
CCOC(=O)C1(CCCc2ccccc2)CCN(C(=O)c2n[nH]c(CC)c2C)CC1,0,0
O[C@H]1CN(CC2CCCCC2)[C@@H](c2ccc(Cl)cc2)C[C@@H]1n1cc(-c2ccc(F)cc2)nn1,-16,3
Cc1cc(C)n2nc(SCC(=O)NC3(C#N)CCCCC3)nc2n1,3,3
CC(=O)Nc1ccc(NC(=O)C2CCN(S(C)(=O)=O)CC2)cc1,-3,8
CCOc1ccc2ccccc2c1CNCCCN1CCOCC1,1,4
O=C(N/N=C/c1c(O)ccc2ccccc12)C(=O)N1CCCC1,3,-3
C[C@H]1CN([C@@H](C)CO)S(=O)(=O)c2ccc(Br)cc2O[C@@H]1CN(C)C(=O)Nc1ccc2c(c1)OCO2,0,-2
O=C(CS(=O)(=O)c1ccc(Cl)cc1)Nc1nccs1,-1,-5
Cc1cc(C)c2c(=O)n3c(nc2c1)C(Cc1ccccc1)NC(=O)c1cc2ccccc2cc1-3 (centres undefined),0,-1
Cc1ccc([C@H]2C[C@@H](O)[C@H](n3cc(C4CC4)nn3)CN2C(=O)C2CCCCC2)cc1,-2,1
COCc1c(C(=O)Nc2nnc(C3CC3)s2)oc2ccccc12,1,4
CCC1CCCCN1C(=O)COC(=O)c1cncc(Br)c1 (centres undefined),0,-10
Cc1noc(C)c1COc1ccccc1C(=O)N1CCN(S(=O)(=O)c2ccc(C(C)C)cc2)CC1,0,-3
NS(=O)(=O)c1cc(Br)c2c(c1)S(=O)(=O)NCN2,-2,-10
O=C(C[C@@H]1C[C@H]2c3cc(NC(=O)C4CCC4)ccc3O[C@H]2[C@@H](CO)O1)NCc1ccc(-c2ccccc2)cc1,1,7
C[C@H](CO)N1C[C@H](C)[C@@H](CN(C)C(=O)Cc2ccccc2)OCc2cnnn2CCCC1=O,0,0
Nc1nonc1-n1nnc(C(=O)N/N=C/c2ccco2)c1CSc1ccc(Cl)cc1,8,6
CCCc1c(C(=O)N/N=C(\C)c2ccc3c(c2)OCO3)nnn1-c1nonc1N,-4,2
COc1cc(/C=C2\C(=O)N(c3cccc(C(=O)O)c3)N=C2C)ccc1OCc1ccccc1,4,-2
CN(CC(=O)Nc1cccc(F)c1)C(=O)Cc1ccsc1,-7,9
Cc1noc(C)c1NC(=O)Nc1ccc2c(c1)C(=O)N([C@H](C)CO)C[C@H](C)[C@H](CN(C)C(=O)NC1CCCCC1)OCCCC[C@@H](C)O2,1,-8
Cc1ccccc1S(=O)(=O)N(C)C[C@@H]1OCc2cn(nn2)CCCC(=O)N([C@H](C)CO)C[C@H]1C,2,-2

# Carrying on.
SMILES,DAGLB inh,PKA-R2B act
COC(=O)C1=C/CCCN(C(c2ccccc2)c2ccccc2)/C=C\1C(=O)OC,-3,1
Cn1c(CCN2CCCC2)nc2cc(NS(=O)(=O)c3ccc(F)cc3)ccc21,3,-4
CSc1ncnc2c1ncn2CCCN1CCN(c2ccccn2)CC1,1,-4
COc1cc2c(cc1N)-c1ccc(N)cc1C2=O,12,2
CCN(CC)C(=O)C1=C(C)N(Cc2ccc(OC)cc2)C(=O)C(CC(=O)NC2CCCC2)C1 (centres undefined),-3,9
CCCCCCCC1=NN(c2ccc(S(=O)(=O)O)cc2)C(=O)C1N=O (centres undefined),16,-2
CCN1C(=O)[C@H]2[C@@H](c3ccc(OC)cc3)N[C@]3(CCCN(Cc4ccccc4)C3=O)[C@H]2C1=O,3,3
CCOc1cc(CN2CCC(N3CCC(C(=O)NC4CC4)CC3)CC2)ccc1O,3,0
CCCCCNC(=O)c1ccc(NC(=O)CC2SC(N3CCCC3)=NC2=O)cc1 (centres undefined),3,-7
COc1ccc(-c2ccc(CN3C(C)C(=O)N(Cc4cn(CC5CCCCC5)nn4)CCS3(=O)=O)cc2)cc1 (centres undefined),-4,-3
CC(=O)N1c2ccccc2Sc2ccc3ccccc3c21,-3,-10
Cc1nc(C)c(C(=O)OCC(=O)Nc2ccc(C)c(C)c2)s1,-6,-5
O=C(c1ccccc1)C1CC1c1ccccc1 (centres undefined),-11,-5
Cc1cn([C@H]2C[C@H](O)[C@@H](CNCc3cccn3-c3ccncc3)O2)c(=O)[nH]c1=O,0,0
C[C@@H]1CCCCO[C@@H](CN(C)Cc2ccc3c(c2)OCO3)[C@@H](C)CN([C@H](C)CO)C(=O)c2cc(NS(=O)(=O)c3ccccc3)ccc2O1,7,-1
COCCNC(=O)C(=O)NCC1CCCN1S(=O)(=O)c1cccs1 (centres undefined),1,-3
COCCCN1C(=O)C(CC(=O)NCc2ccco2)CC(C(=O)N(C)C)=C1C (centres undefined),-2,-6
CC1NC(=O)COC1c1ccccc1 (centres undefined),-1,-18
CCOC(=O)CC1C(=O)NCCN1C(=S)NC(=O)c1ccc(C)c(Br)c1 (centres undefined),-2,-6
CCCCCCNC(=O)O[C@H]1Cn2c(=O)n(CCCCCC)c(=O)n2[C@@H]2CN(S(=O)(=O)c3ccc(C)cc3)C[C@]12O,-16,-5
CCN1CCN(c2sc(S(=O)(=O)CC)nc2S(=O)(=O)c2ccc(Cl)cc2)CC1,-3,-10
CCCCn1c(SCCN2CCCCC2)nc2c1c(=O)n(C)c(=O)n2C,-2,-5
COc1ccc(N2CCN(C(=O)CCCCCn3c(=S)[nH]c4ccc(N5CCOCC5)cc4c3=O)CC2)cc1,8,-8
COc1ccc(CNC(=O)O[C@H]2CN(C(=O)OC(C)C)N(C(=O)OC(C)C)[C@@H]3CN(S(=O)(=O)c4ccc(C)cc4)C[C@]23O)cc1OC,2,1
Cc1nc(N2CCCCC2)[nH]c(=O)c1CN(C)N=O,-12,5

# Additional entries follow:
SMILES,DAGLB inh,PKA-R2B act
COc1ccc(Cl)cc1C(=O)NNC(=O)CCNC(=O)c1ccccc1,-4,0
CN1C(=O)N(CC(=O)Nc2ccc3c(c2)OCO3)C(=O)C12CCCCC2,0,-5
O=C(CCc1ccc(O)cc1)NN=Cc1ccc2c(c1)OCO2,1,5
Cc1cc(C)cc(OCC(=O)NNC(=O)CC(C)c2ccccc2)c1 (centres undefined),0,-1
CCN(CC)CCCNC(=O)CNC(=O)c1nn(-c2ccc(OC)cc2OC)c(=O)c2ccccc12,1,-2
O=C(N=C1SC2CS(=O)(=O)CC2N1Cc1ccccc1)C1CC1 (centres undefined),-7,-7
COc1ccc(/C(O)=C2/C(=O)C(=O)N(CCCN3CCOCC3)C2c2ccc(Cl)cc2)cc1 (centres undefined),4,1
O=[N+]([O-])c1cccc(/C=C2\CCc3cnn(C4CCS(=O)(=O)C4)c32)c1 (centres undefined),0,2
COCCCNC1=C(C#N)C(=O)NC(c2cccs2)S1 (centres undefined),-5,-9
CC(C)CC1C(=O)N(Cc2cn(Cc3ccco3)nn2)CCS(=O)(=O)N1Cc1ccc(-c2cccc(N(C)C)c2)cc1 (centres undefined),2,4
O=C1NC(=O)C2(N1)C(=O)c1cccc3cccc2c13 (centres undefined),-20,-8
C[C@@H]1CN([C@H](C)CO)C(=O)CCCn2nncc2CO[C@H]1CN(C)Cc1cccnc1,-1,-2
c1ccc(N=Nc2ccc(C3=NCCO3)cc2)cc1,3,2
Nc1ccn([C@@H]2O[C@H](CNCc3cc(Br)ccc3OCc3ccccc3)[C@@H](O)[C@H]2O)c(=O)n1,0,7
CNC(=O)C[C@H]1C(=O)N(Cc2ccccc2)C[C@@H]1Cc1ccccc1,-3,0
O=C(COC(=O)C1=COCCO1)NCc1ccc(Cl)cc1Cl,0,-2
COc1cccc(-c2nnn(CC(=O)N(C3CCCCC3)C3CCS(=O)(=O)C3)n2)c1 (centres undefined),0,-8
CN(C)c1ccc(C=C2SC(=S)N(Cc3ccco3)C2=O)cc1,-250,-10
S=c1[nH]nc(NC2CCCCC2)s1,-1,0
C[C@@H]1CN([C@H](C)CO)C(=O)CCCn2cc(nn2)CO[C@H]1CN(C)C(=O)Nc1ccnc(N2CCOCC2)c1,-3,6
COCOCCn1cc(CN2CCS(=O)(=O)N(Cc3ccc(-c4ccc(OC)cc4)cc3)C(C)C2=O)nn1 (centres undefined),-1,-8
C#CCN(C[C@@H]1[C@@H](OC(=O)NCc2ccccc2F)[C@@H](OC(=O)NCc2ccccc2F)Cn2c(=O)n(CCCCCC)c(=O)n21)S(=O)(=O)c1ccc(C)cc1,-4,-8
Cc1cccc(NC(=O)CCc2ccc(N3C(N)=NC(N)=NC3(C)C)cc2)c1,-11,-5
NC(=O)C1CCN(C(=O)c2ccc(Cl)c(NC(=O)c3cccs3)c2)CC1,1,8
CC1CCCC(NC(=O)COC(=O)c2ccccc2C(=O)N(C)C2CCCCC2)C1C (centres undefined),-4,-1

# Full records from above. Screens in order: DAGLB inh | PKA-R2B act
# O=C(COC(=O)C1=COCCO1)NCc1ccc(Cl)cc1Cl in the list: 0 | -2
# Nc1ccn([C@@H]2O[C@H](CNCc3cc(Br)ccc3OCc3ccccc3)[C@@H](O)[C@H]2O)c(=O)n1 in the list: 0 | 7
# CN1C(=O)N(CC(=O)Nc2ccc3c(c2)OCO3)C(=O)C12CCCCC2 in the list: 0 | -5

# The main list resumes, repeating the 4 entries before the break.
SMILES,DAGLB inh,PKA-R2B act
C#CCN(C[C@@H]1[C@@H](OC(=O)NCc2ccccc2F)[C@@H](OC(=O)NCc2ccccc2F)Cn2c(=O)n(CCCCCC)c(=O)n21)S(=O)(=O)c1ccc(C)cc1,-4,-8
Cc1cccc(NC(=O)CCc2ccc(N3C(N)=NC(N)=NC3(C)C)cc2)c1,-11,-5
NC(=O)C1CCN(C(=O)c2ccc(Cl)c(NC(=O)c3cccs3)c2)CC1,1,8
CC1CCCC(NC(=O)COC(=O)c2ccccc2C(=O)N(C)C2CCCCC2)C1C (centres undefined),-4,-1
C[C@H](CO)N1C[C@H](C)[C@H](CN(C)C(=O)Cc2ccccc2)OCc2cnnn2CCCC1=O,-1,-1
Cc1ccc(S(=O)(=O)N2C[C@]3(O)C[C@@H]4C(=O)N(c5ccccc5)C(=O)[C@@H]4C[C@]3(OC(=O)NCc3ccccc3)C2)cc1,1,9
C[C@@H]1CN([C@H](C)CO)C(=O)c2cc(Br)cnc2O[C@H]1CN(C)C(=O)Cc1ccccc1,-1,6
COCCCN1C(=O)C(CC(=O)NC2CCCC2)CC(C(=O)N2CCOCC2)=C1C (centres undefined),1,-8
CCOC(=O)c1ccc(NC(=O)Nc2nc3ccccc3s2)cc1,-7,-11
CC1=C(C(=O)N(C(C)C)C(C)C)CC(CC(=O)NCCc2ccccn2)C(=O)N1Cc1ccccc1 (centres undefined),1,-3
N#CCCSC(=S)C1CCCC1=N (centres undefined),0,-4
CC(=O)N(C(C)=O)c1ccc(Oc2ccc(Oc3ccc(N(C(C)=O)C(C)=O)cc3)cc2)cc1,3,-2
COc1ccccc1N1CCN(S(=O)(=O)CCNC(=O)CC2CCCC2)CC1,-4,-15
CCOC(=O)c1ccc(S(=O)(=O)N2CCC(C(=O)NCC3COc4ccccc4O3)CC2)cc1 (centres undefined),-4,-9
COc1ccc(NC(=O)C[C@H]2C(=O)N(c3ccccc3)C[C@@H]2CSC)cc1,-1,2
COc1ccc(OC)c(-c2cc(C(=O)O)c3cc4ccccc4cc3n2)c1,0,-4
COc1ccc(/C=C/C(=O)OCC(=O)c2cc(C)ccc2C)cc1,-5,-5
CCN(CC)CCNc1c(C)cc(CO)c(Cl)c1C,-1,3
CC1=C(C(=O)N(C)C)CC(CC(=O)NCC2CCCCC2)C(=O)N1CCC1=CCCCC1 (centres undefined),1,-3
COc1ccc(C(=O)N/C(=C\c2ccc(-c3cccc([N+](=O)[O-])c3)o2)C(=O)NCCCN2CCOCC2)cc1,0,-6
COc1ccccc1-n1c(SCC(=O)Nc2ccc(Cl)cc2)nc(O)c(Cc2ccccc2)c1=O,2,0
O=C1Nc2ccccc2Cc2ccccc21,0,-2
CC1C(=O)N(Cc2cn(Cc3ccco3)nn2)CCS(=O)(=O)N1Cc1ccc(-c2ccccc2)cc1 (centres undefined),2,-1
Cc1ccc(CNC(=O)C2CCC(=O)N(Cc3cccc(F)c3)C2)s1 (centres undefined),2,-2
COc1ccc(C(=O)N(C)[C@H]2C[C@H]3c4[nH]c5ccccc5c4CCN3C(=O)[C@H]2CO)cc1,0,-2
COc1ccc(CCNC(=O)c2c(O)c3cc(OC)c(OC)cc3[nH]c2=O)cc1OC,2,0
CCOC(=O)C1=C(C)OC(=Cc2ccccc2)C1=O,0,-1
C[C@H](CO)N1C[C@H](C)[C@@H](CN(C)C(=O)Nc2ccccc2F)Oc2ncc(Br)cc2C1=O,-1,3
O=C(CSc1nnc(COc2ccc(Cl)cc2)o1)N(c1ccccc1)C1CCS(=O)(=O)C1 (centres undefined),3,-1
C[C@H]1CN(CCc2ccccc2)C(=O)[C@@H]1CC(=O)Nc1ccccc1,-2,-7
O=C(CCN1N=C(c2ccccc2)CCC1=O)NC1CCCCC1,1,1
Cn1cc(CN2CCC(n3nccc3NC(=O)c3ccc4c(c3)OCO4)CC2)cn1,-3,-4

# Already shown: an excerpt of the list.
SMILES,DAGLB inh,PKA-R2B act
CC1=C(C(=O)N(C)C)CC(CC(=O)NCC2CCCCC2)C(=O)N1CCC1=CCCCC1 (centres undefined),1,-3
COc1ccc(C(=O)N/C(=C\c2ccc(-c3cccc([N+](=O)[O-])c3)o2)C(=O)NCCCN2CCOCC2)cc1,0,-6
COc1ccccc1-n1c(SCC(=O)Nc2ccc(Cl)cc2)nc(O)c(Cc2ccccc2)c1=O,2,0
O=C1Nc2ccccc2Cc2ccccc21,0,-2

# This is a subset; rates above refer to the full screens.
